AHR act = activators of human aryl hydrocarbon receptor; P35869; AHR-responsive luciferase reporter cells, luminescence; 2.5% of 320,000 active; AID 2796; activation, % at 5 µM; in the data active = activation above about 47%;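 also: 0% = vehicle wells and 100% = reference agonist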
Target sequence (P35869 whole entry, looked up): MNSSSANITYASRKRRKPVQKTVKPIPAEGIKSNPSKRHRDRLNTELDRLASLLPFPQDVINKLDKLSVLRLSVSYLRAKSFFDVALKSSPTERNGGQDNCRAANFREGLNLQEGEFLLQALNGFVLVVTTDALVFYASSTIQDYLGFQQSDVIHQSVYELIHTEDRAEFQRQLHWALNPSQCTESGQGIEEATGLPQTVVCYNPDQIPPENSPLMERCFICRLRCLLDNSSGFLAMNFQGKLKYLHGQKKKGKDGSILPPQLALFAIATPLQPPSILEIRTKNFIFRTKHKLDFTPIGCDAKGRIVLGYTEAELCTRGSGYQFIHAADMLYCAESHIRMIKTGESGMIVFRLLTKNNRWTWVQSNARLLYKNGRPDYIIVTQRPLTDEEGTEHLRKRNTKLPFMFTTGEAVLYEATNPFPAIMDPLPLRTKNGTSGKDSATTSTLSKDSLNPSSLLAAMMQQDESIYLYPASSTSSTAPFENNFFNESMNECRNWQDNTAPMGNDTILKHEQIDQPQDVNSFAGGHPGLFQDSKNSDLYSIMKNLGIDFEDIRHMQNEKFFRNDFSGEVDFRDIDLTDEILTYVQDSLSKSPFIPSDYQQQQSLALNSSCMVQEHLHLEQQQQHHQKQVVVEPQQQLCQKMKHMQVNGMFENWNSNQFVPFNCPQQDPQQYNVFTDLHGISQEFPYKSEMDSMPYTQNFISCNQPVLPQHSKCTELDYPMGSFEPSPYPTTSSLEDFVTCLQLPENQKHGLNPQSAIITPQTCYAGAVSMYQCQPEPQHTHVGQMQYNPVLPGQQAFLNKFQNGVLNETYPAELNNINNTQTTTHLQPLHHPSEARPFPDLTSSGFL
GLD-1 TGE inh = GLD-1-TGE RNA interaction inhibition (C. elegans); inhibition, % at 5.96 µM; 0.44% of 320,000 active; Q17339; AID 2280; purified GLD-1 + fluorescein TGE RNA, fluorescence polarization;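 active = percent inhibition above a per-plate cutoff, the plate mean of test compounds plus 3 SD, cut at about 30% in these data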;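 also: 0% = DMSO wells with GLD-1 and probe and 100% = wells lacking GLD-1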
Bcl-xL primary = blocks human Bcl-xL binding to Bim BH3 peptide. Q07817. GST-Bcl-xL / FITC-Bim BH3 peptide fluorescence polarization. inhibition, % at 10.9 µM. 0.7% of 320,000 active. AID 2129;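 active = inhibition above the mean of all tested compounds plus 3 SD, cutoff set per campaign, cut at about 30% in these data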;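 also: 0% = DMSO wells and 100% = unlabeled Bim-BH3 peptide competitor; inhibitors lower millipolarization by displacing the labeled peptide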
MEX-5 binding = C. elegans MEX-5 TCR-2 RNA binding activity; Q9XUB2; MEX-5/FITC-TCR2 RNA binding, fluorescence polarization; hits give low values; activity score (negative = inhibition of binding), % at 10 µM; 0.38% of 300,000 active; AID 1832;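 active = inhibition past about -25% in most replicates, and total fluorescence under double the plate's negative control median, limit read from the data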;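 also: 0% = DMSO and -100% = 5 µM competing unlabeled TCR2 RNA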
MCL1 BIM primary = inhibitors of human MCL1 binding to BIM-BH3 peptide. GST-MCL1 / FITC-Bim-BH3 fluorescence polarization. inhibition, % at 10.9 µM. 0.68% of 320,000 active. AID 2057;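 active = inhibition above the mean inhibition of all tested compounds plus 3 SD, set per campaign, cut at about 40% in these data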;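 also: 0% = DMSO wells and 100% = unlabeled Bim-BH3 peptide control; higher means more loss of mP so more displacement of Bim peptide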
PME-1 primary = PME-1 (human) inhibition. recombinant PME-1, FP-Rh probe fluorescence polarization. 0.53% of 320,000 active. inhibition, % at 5.9 µM;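 active = inhibition above the campaign mean of all compounds plus 3 SD, cut at about 26% in these data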;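 also: competitive labeling of PME-1 active site by serine hydrolase directed probe; 0% = PME-1 with DMSO and 100% = wells lacking PME-1 enzyme; inhibitors block probe labeling so polarization falls and inhibition rises; many of its hits are not listed in these tables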
Fam108B counter = blocks mouse Fam108B hydrolase in RBBP9 counter-screen. inhibition, % at 9.51 µM. recombinant Fam108B, FP-Rh probe fluorescence polarization. AID 1947. 0.33% of 300,000 active;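 active = inhibition above the screen mean inhibition plus 3 SD, computed separately per campaign, cut at about 18% in these data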;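 also: inhibitors lower polarization as less probe binds the enzyme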
PAFAH1B2 inh = PAFAH1B2 (human) inhibition | 1.2% of 340,000 active | AID 492953 | inhibition, % at 3.39 µM | recombinant PAFAH1B2, FP-rhodamine activity probe, fluorescence polarization | P68402;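 active = inhibition above the mean of all tested compounds plus 3 SD, cut at about 24% in these data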;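 also: 0% = enzyme with DMSO and 100% = wells lacking PAFAH1B2; many of its hits are not listed in these tables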
pPAFAH inh = inhibitors of human plasma PAF acetylhydrolase (pPAFAH) | recombinant pPAFAH, FP-rhodamine probe fluorescence polarization | Q13093 | AID 463082 | 1.5% of 330,000 active | inhibition, % at 3.39 µM;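 active = inhibition above the mean inhibition across the screen plus 3 SD, cut at about 25% in these data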;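 also: inhibitors block binding of the rhodamine activity-based probe so polarization drops; 0% = enzyme with DMSO and 100% = wells lacking pPAFAH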
Numbers without * were called inactive; . = not tested or not shown. An excerpt. The share of hits here may be higher or lower than overall.

structure	PME-1 primary	Fam108B counter	AHR act	MCL1 BIM primary	PAFAH1B2 inh	Bcl-xL primary	GLD-1 TGE inh	MEX-5 binding	pPAFAH inh
O=C1CCC([N+](=O)[O-])C(c2ccc3c(c2)OCO3)N1 (configuration not stated)	-1.1	-3.7	2.6	-2.5	-0.6	2.6	-6.4	-2.0	-1.6
Cc1cc(Br)ccc1OCC(=O)NNC(=O)C(=O)Nc1ccccc1	-5.2	-0.5	-0.3	0.9	27.2*	1.6	-3.7	-0.4	8.7
CCO[C@H]1OC(C(=O)Nc2ccccc2)=C[C@@H](c2ccc(C(F)(F)F)cc2)[C@@H]1CCCO	-10.1	-1.1	2.3	4.5	1.2	1.0	11.3	5.7	-0.3
CN(C(=O)COC(=O)C(C)(C)Oc1ccc(Cl)cc1)c1c(N)n(Cc2ccccc2)c(=O)[nH]c1=O	4.9	1.8	2.2	-2.1	4.7	-0.9	5.5	0.5	28.9*
NC(=O)C1CCN(c2oc(/C=C/c3ccccc3)nc2S(=O)(=O)c2ccccc2)CC1	7.2	6.2	4.4	-3.2	-7.8	4.6	-3.3	1.3	9.9
CCCn1c(=O)c2ccccc2n2c(=S)[nH]nc12	-1.4	1.8	-0.1	-30.4	2.8	-38.5	5.6	1.4	-5.5
O=C(O)CC1C(=O)NCCN1CCCc1ccccc1 (configuration not stated)	0.2	-1.7	-0.7	1.6	4.3	1.5	6.7	2.6	1.8
COc1ccccc1-n1c(SCC(=O)NC(C)(C)C)nnc1-c1ccco1	-0.2	1.7	-2.8	0.8	3.3	0.1	2.2	-0.3	1.8
Cc1ccc2cc(C(c3nnnn3C3CCCC3)N3CCN(c4ccc(F)cc4)CC3)c(=O)[nH]c2c1 (configuration not stated)	0.9	5.8	4.8	4.4	6.0	1.1	4.9	-0.1	-2.1
CCOc1ccccc1/C=N/NC(=O)CNC(=O)c1cccs1	-1.4	2.0	10.9	5.6	5.5	10.2	-8.2	-2.8	7.4
Cc1cc(C)cc(NC(=O)COc2coc(CN3CCc4ccccc43)cc2=O)c1	0.8	-1.8	20.0	2.5	0.7	5.1	2.9	3.3	3.1
COc1ccc(N(C(=O)c2ccncc2)S(=O)(=O)c2ccc(Cl)cc2)cc1	-42.3	1.4	-1.9	0.4	11.8	0.5	3.8	0.8	14.1
COc1ccc(N(CC(=O)NC(C)(C)C)C(=O)CCC(=O)Nc2nccs2)c(OC)c1	-6.3	3.2	2.6	0.6	2.9	-2.2	-7.4	-0.5	-7.4
CC(=O)N1CCN(Cc2nc3scc(-c4ccccc4)c3c(=O)[nH]2)CC1	-3.6	0.7	-0.8	0.3	0.0	2.9	-14.4	6.8	-1.8
CCC(Cc1ccccc1)NC(=O)C1CCN(c2nn3c(=O)cc(C)nc3s2)CC1 (configuration not stated)	4.6	1.7	-0.7	8.8	1.4	11.0	-0.5	-1.8	4.8
COCCC(=O)N1CCC(Oc2ccc(C(=O)NCCSC)cc2)CC1	-7.1	-4.2	-4.0	-10.3	-2.5	-0.6	-3.1	-1.0	0.3
COc1ccc(C(=O)CC(=O)c2ccccc2O)cc1	-3.2	-1.7	7.8	-8.3	2.1	6.2	6.1	-1.5	0.1
Cc1nn(CC(=O)NCCCN2CCCCC2C)c(=O)c2cccn12 (configuration not stated)	-1.2	-2.3	1.2	-6.4	-2.2	-1.3	-0.3	0.4	3.6
O=C(O)c1cc([N+](=O)[O-])ccc1Nc1ccccc1	1.6	0.7	0.4	4.4	5.3	5.5	1.5	-0.3	8.7
CC12CC(NC(=O)N1c1cccc(C(=O)N3CCCCC3)c1)c1ccccc1O2 (configuration not stated)	-5.0	0.6	-1.9	1.0	5.1	0.2	-0.6	.	6.7
C#Cc1ccc2c(c1)COc1c3ccccc3nn1-2	3.8	1.5	88.2*	9.7	-3.4	-0.5	0.7	-3.8	7.9
CCN(c1cccc(C)c1)S(=O)(=O)c1cccc(C(=O)O)c1	-4.8	2.1	2.7	1.3	15.0	-0.6	-1.7	0.4	-2.9
CC1CCCCC1NC(=O)COC(=O)c1ccc2c(c1Cl)C(=O)c1ccccc1C2=O (configuration not stated)	13.2	0.6	1.1	2.8	0.2	11.2	3.6	-1.4	20.3
CC(NC(=O)c1ccccc1F)c1nnc(SCC(=O)N2CCN(c3ccccc3)CC2)n1C (configuration not stated)	3.4	1.5	3.7	-3.9	1.6	-3.6	-3.9	-2.1	1.8
COc1ccc(NC(=O)COc2ccc3c(C)cc(=O)oc3c2)cc1S(=O)(=O)N1CCCCC1	-7.9	-25.1	0.1	-13.9	-9.4	-7.0	3.5	0.5	-0.3
CCCCNCCOCCOc1ccccc1-c1ccccc1	-2.0	-1.7	-2.9	2.8	-2.4	2.0	5.4	-1.7	1.3
C=CCNC(=S)NNC(=O)c1ccc(=O)n(Cc2ccc(Cl)cc2Cl)c1	-2.6	2.3	-0.9	5.7	9.7	-4.8	13.6	0.6	8.5
O=C(Nc1ccccc1)Nc1nc(-c2ccc(Cl)cc2)cs1	16.8	1.4	-4.0	-6.6	3.8	-0.7	-0.7	1.9	-5.1
O=C(N/C(=C/C=C/c1ccccc1)C(=O)N1CCCCC1)c1ccc([N+](=O)[O-])cc1	1.8	0.8	1.0	-2.3	8.9	2.6	-7.1	-1.4	7.8
COc1ccc(-n2c(=O)c3c4c(sc3n(CC(=O)NC3CCCC3)c2=O)CCCC4)c(OC)c1	2.2	1.8	-1.3	0.3	1.0	9.0	6.8	1.0	0.9
COc1ccc(CNc2nc(NCc3ccc(OC)cc3)c3ncn(C4CCCC4)c3n2)cc1	.	.	5.1	.	-0.5	.	8.4	.	6.6
COC(=O)C1CCN(C(=O)COc2ccc(S(=O)(=O)N3CCOCC3)cc2Cl)CC1	.	.	-0.8	.	-0.7	.	5.8	.	3.2
COc1ccc(OC)c(NC(=S)N(CCc2c(C)[nH]c3ccc(C)cc23)Cc2cccs2)c1	-0.9	-1.6	31.5	4.4	7.5	2.2	-8.4	4.1	9.7
O=C(c1cccc(S(=O)(=O)N2CCN(c3ccccc3)CC2)c1)N1CCCC(C(F)(F)F)C1 (configuration not stated)	-0.2	-0.1	-1.8	-1.6	0.7	5.0	2.0	2.1	-1.1
CC1=CC=CN2C1=NC(=O)CC2(C)C(=O)N(CC(=O)NC1CCCC1)c1cc(C)cc(C)c1 (configuration not stated)	7.0	-0.9	-0.5	3.0	-0.8	6.7	1.9	-2.2	5.0
Cc1nn(C)c(C)c1NC(=O)CCSc1nc(-c2ccco2)cc(C(F)(F)F)n1	-3.7	0.2	3.1	0.8	0.5	4.8	-3.9	0.7	10.7
COc1ccc(/C=N/NC(N)=S)cc1OC(=O)c1cccc2ccccc12	-25.1	-24.5	3.0	6.1	-7.2	1.3	2.0	-0.9	-4.9
Nc1ncnc2c1ncn2[C@@H]1O[C@H](CNCc2ccccc2OCC(=O)N2CCCCC2)[C@@H](O)[C@H]1O	.	.	-1.2	.	5.2	.	6.2	.	1.9
CS(=O)(=O)N(CC(=O)NCCSC1CCCCC1)c1cccc(F)c1	3.9	2.2	2.1	5.4	-0.3	5.6	0.7	1.8	0.5
CCc1ccc(OCC(=O)NC(NC(=S)Nc2ccccc2C)C(Cl)(Cl)Cl)cc1 (configuration not stated)	-5.7	2.5	1.7	8.6	-2.2	3.4	2.9	-1.4	-2.4
CCCC(C(=O)NC1CCCC1)N(C(=O)Cn1nnc(-c2ccc(C)o2)n1)C1CCCC1 (configuration not stated)	-3.0	1.1	-0.8	-5.6	0.4	5.4	-4.6	2.7	1.9
C=CCNc1nnc(-c2ccncc2)s1	-3.6	0.3	1.6	6.1	1.9	7.8	0.6	0.5	3.4
CCN(CC)CCn1c2c(c(SCC(=O)Nc3ccccc3Cl)nc1=O)CCC2	4.1	1.2	-0.4	-4.5	-2.6	-6.5	1.9	3.7	3.3
CC(=O)Nc1ccc(SCC(=O)N(CCC#N)c2cc(C)cc(C)c2)cc1	0.2	0.3	-1.9	17.6	-2.2	8.9	-3.8	1.3	20.8
CCCc1cc(=O)[nH]c(SCC(=O)CSc2nc(CCC)cc(=O)[nH]2)n1	3.1	-1.5	1.9	10.0	1.6	7.2	-2.4	2.4	8.5
COc1ccccc1-n1c(CNC(=O)c2cccs2)n[nH]c1=S	-0.8	-1.6	-0.6	-1.1	4.1	-2.9	6.8	-0.8	7.3
O=C(O)c1ccc2c(c1)C(=O)N(CCCCCCCN1C(=O)c3ccc(C(=O)O)cc3C1=O)C2=O	-4.2	-1.9	3.8	7.9	-4.6	-1.5	2.3	-0.9	-8.1
CCN1CCN(c2ccc(N3CCN(C(=O)c4ccc(Br)o4)CC3)nn2)CC1	-2.9	-0.2	1.9	-4.6	4.1	4.0	8.5	-0.2	1.8
COc1ccc(C)cc1NC(=O)CN1CCN(S(=O)(=O)c2ccc(Cl)cc2)CC1	1.5	2.8	0.6	-1.1	27.6*	5.4	9.4	1.0	-4.3
CCC1(c2ccc(Cl)cc2)NC(=S)N(c2ccc(C)c(C)c2)N1 (configuration not stated)	0.2	2.0	31.4	7.5	2.9	7.3	-2.5	2.1	8.8
CCCCn1c(SCC(=O)Nc2nnc(CC)s2)nc2c1c(=O)n(C)c(=O)n2C	-2.5	-1.3	1.1	-2.0	2.3	-4.0	-4.2	1.2	-1.3
CSc1sc(C)cc1C1C(C#N)=C(N)N(c2cccnc2)C2=C1C(=O)CC(C)(C)C2 (configuration not stated)	-3.5	-1.2	5.6	4.9	1.4	6.1	3.6	0.7	1.8

Two records drawn at random from those above:
structure	PME-1 primary	Fam108B counter	AHR act	MCL1 BIM primary	PAFAH1B2 inh	Bcl-xL primary	GLD-1 TGE inh	MEX-5 binding	pPAFAH inh
C=CCNc1nnc(-c2ccncc2)s1	-3.6	0.3	1.6	6.1	1.9	7.8	0.6	0.5	3.4
C#Cc1ccc2c(c1)COc1c3ccccc3nn1-2	3.8	1.5	88.2*	9.7	-3.4	-0.5	0.7	-3.8	7.9

High-throughput results as filed in PubChem BioAssay.
